APEX1 inh: qHTS Assay for Inhibitors of the Human Apurinic/apyrimidinic Endonuclease 1 (APE1). Potency, µM (titrated, usually from 65.8 µM), for inactives: at the top dose activity change, negative = inhibition, most hits filed as inhibitors. AID 2517, 2012. recombinant APE1, TAMRA/BHQ-2 abasic DNA cleavage fluorescence. 350,000 compounds, 0.35% hits;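 further: plate controls were vehicle for no effect and reference inhibitor for full effect; nearly all actives have a fitted effect of over 55% in size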
Target sequence (P27695 whole entry, looked up): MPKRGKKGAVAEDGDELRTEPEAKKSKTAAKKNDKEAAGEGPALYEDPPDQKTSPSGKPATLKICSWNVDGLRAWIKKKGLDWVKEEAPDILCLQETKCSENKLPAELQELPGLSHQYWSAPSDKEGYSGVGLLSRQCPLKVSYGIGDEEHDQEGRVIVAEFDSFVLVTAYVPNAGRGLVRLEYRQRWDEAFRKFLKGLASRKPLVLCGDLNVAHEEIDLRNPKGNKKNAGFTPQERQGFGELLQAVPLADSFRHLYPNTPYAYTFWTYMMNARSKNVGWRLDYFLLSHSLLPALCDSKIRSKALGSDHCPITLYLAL
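0.75 nM APE1 + cpd, 15 min RT; start w/ 50 nM TAMRA/BHQ-2 THF-abasic dsDNA; kinetic fluor 525/598 nm ×3 reads @60 s; Δ(read3−read1); normalized to DMSO and NSC13755 control wells.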
BLM inh: qHTS Assay for Inhibitors of Bloom's syndrome helicase (BLM) | RecQ-like DNA helicase BLM (Homo sapiens), P54132 | Potency, µM (top dose mostly 56.1 µM), inactives show top-dose activity change, negative = inhibition, most hits filed as inhibitors | 350,000 compounds, 0.2% hits | recombinant BLM DNA unwinding, fluorescence dequenching;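 further: plate controls were vehicle for no effect and no enzyme for full effect; nearly all actives have a fitted effect of over 35% in size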
POLK inh: qHTS for Inhibitors of Polymerase Kappa | purified Pol kappa, fluorescent DNA synthesis assay, 10 min | Potency, µM (top dose mostly 107 µM), without a hit: at the highest dose activity, negative = inhibition, most hits filed as inhibitors | 400,000 compounds, 0.53% hits | DNA polymerase kappa (Homo sapiens), Q9UBT6; further: on the % scale 0 is the no-effect control and ±100 the full control effect
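Fluorescent qHTS in 1536-well format: enzyme (10 nM) and compound sat 15 min at room temperature before 50 nM substrate (final) was added. Signal taken at 0 and 10 min; no-enzyme buffer wells were negative controls.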
G9a inh: qHTS Assay for Inhibitors of Histone Lysine Methyltransferase G9a; Histone-lysine N-methyltransferase EHMT2 (Homo sapiens), Q96KQ7; 350,000 compounds, 8.8% hits; AID 504332, 2011; Potency, µM (top dose mostly 102 µM), without a hit: at the highest dose activity, negative = inhibition, usual class: inhibitors; G9a H3K9 monomethylation, AlphaScreen, 2 h; further: on the % scale 0 is the no-effect control and ±100 the full control effect; nearly all actives have a fitted effect of over 75% in size
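Readings reflect AlphaScreen signal from monomethyl-H3K9 antibody detection. HMT at 20 nM; substrate b-H3K9 500 nM; cofactor SAM 20 uM; 2 h RT reaction; compounds tested as titrations in qHTS with 15 min preincubation.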
POLI inh: qHTS for Inhibitors of Polymerase Iota. Potency, µM (series often up to 115 µM), without a hit: top-dose activity, negative = inhibition, usual class: inhibitors. 390,000 compounds, 1% hits. Pol iota fluorescent replication assay, 10 min. AID 588590, 2011. DNA polymerase iota (Homo sapiens), Q9UNA4
Target sequence (Q9UNA4 whole entry, looked up): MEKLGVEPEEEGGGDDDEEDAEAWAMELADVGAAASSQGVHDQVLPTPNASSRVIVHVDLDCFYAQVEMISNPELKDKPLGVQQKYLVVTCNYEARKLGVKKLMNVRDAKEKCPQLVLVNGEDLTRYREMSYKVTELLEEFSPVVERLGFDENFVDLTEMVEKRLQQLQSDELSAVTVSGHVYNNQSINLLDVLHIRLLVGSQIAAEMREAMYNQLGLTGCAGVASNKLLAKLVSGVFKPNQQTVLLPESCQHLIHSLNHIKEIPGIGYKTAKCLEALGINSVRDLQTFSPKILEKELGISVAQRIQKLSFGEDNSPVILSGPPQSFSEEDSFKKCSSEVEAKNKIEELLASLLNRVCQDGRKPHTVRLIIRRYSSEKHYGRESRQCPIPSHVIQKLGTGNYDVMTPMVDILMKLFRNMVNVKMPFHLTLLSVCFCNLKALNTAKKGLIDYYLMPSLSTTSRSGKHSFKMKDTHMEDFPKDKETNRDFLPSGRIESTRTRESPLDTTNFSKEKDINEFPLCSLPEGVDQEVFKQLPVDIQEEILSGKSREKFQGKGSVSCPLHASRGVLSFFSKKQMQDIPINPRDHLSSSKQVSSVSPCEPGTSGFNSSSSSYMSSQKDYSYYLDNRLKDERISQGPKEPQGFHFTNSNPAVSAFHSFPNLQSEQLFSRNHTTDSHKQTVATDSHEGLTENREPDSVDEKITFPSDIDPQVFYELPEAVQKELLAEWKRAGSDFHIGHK
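Pol iota at 10 nM preincubated 15 min with compounds at room temperature; reaction started with fluorescent substrate, 50 nM final. Fluorescence read kinetically at 0 and 10 min; buffer-only wells as negative control.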
POLB inh: qHTS Assay for Inhibitors of DNA Polymerase Beta. P06746. Pol beta primer extension/strand displacement, fluorescence kinetic. Potency, µM (doses to about 114 µM), without a hit: top-dose activity change, negative = inhibition, hits mostly inhibitors. 340,000 compounds, 1.3% hits. AID 485314, 2010; further: on the % scale 0 is the no-effect control and ±100 the full control effect
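Human Pol beta at 10 nM; strand-displacement substrate 50 nM final. Compound exposure 15 min at room temperature before start, reaction 10 min at room temperature.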
Anesthetic bind: qHTS Assay for Identification of Novel General Anesthetics. Ferritin light chain (Equus caballus), P02791. apoferritin/1-aminoanthracene competitive binding, fluorescence. Potency, µM (highest dose often 77.5 µM), for inactives: top-dose activity change, negative = displacement, hits mostly inhibitors. 350,000 compounds, 0.074% hits. AID 485281, 2010; further: on the % scale 0 is the no-effect control and ±100 the full control effect; nearly all actives have a fitted effect of over 20% in size
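Concentration-response curves derived by four-parameter Hill fitting of normalized fluorescence, where compounds displaced 1-AMA from 10 uM horse apoferritin following a brief 10 min room-temperature incubation; propofol titration acted as positive control.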
BAZ2B block: qHTS Assay for Inhibitors of BAZ2B | AID 504333, 2011 | AlphaScreen BAZ2B-H3K14Ac peptide displacement | 360,000 compounds, 4.4% hits | Potency, µM (titrated, usually from 114 µM), without a hit: at the highest dose activity change, negative = inhibition, actives largely listed as inhibitors | Bromodomain adjacent to zinc finger domain protein 2B (Homo sapiens), Q9UIF8; further: on the % scale 0 is the no-effect control and ±100 the full control effect; nearly all actives have a fitted effect of over 60% in size
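Complex of BAZ2B and biotin-H3K14Ac (50 nM apiece) forms over 30 min at RT, then faces library compounds up to 110 uM for another 30 min; AlphaScreen beads added, 20 min dark incubation, luminescence read.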
Pol eta inh: qHTS for Inhibitors of Polymerase Eta; DNA polymerase eta (Homo sapiens), Q9Y253; Potency, µM (titrated, usually from 114 µM), without a hit: at the highest dose activity change, negative = inhibition, most hits filed as inhibitors; recombinant Pol eta, fluorescent DNA replication assay; 390,000 compounds, 1.2% hits; further: on the % scale 0 is the no-effect control and ±100 the full control effect
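Pol eta at 10 nM preincubated with compounds 15 min at room temperature; reaction started with fluorescent substrate (50 nM final) and read kinetically at 0 and 10 min.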
* marks the source's active call; other numbers are inactive results; ? = inconclusive; / = no result given; & = joins results of further samples; ! = not confirmed by another sample; [ ] = another dose, or the depositor's remark. The call rests on the fitted dose curve; in most records, active means well fitted curve in the direction sought with a large enough effect; inconclusive means small, poorly fitted or top-dose-only effect, or another doubt; inactive means no such curve, though single readings can be large; an effect the other way counts as inactive or inconclusive. Potency means the concentration at half of the fitted maximal effect. An excerpt; rates above refer to the full screens.

Order of values – APEX1 inh, BLM inh, POLK inh, G9a inh, POLI inh, POLB inh, Anesthetic bind, BAZ2B block, Pol eta inh
> Cc1cccc(N2C(=O)CSC23C(=O)N(CC(=O)NCCc2ccccc2)c2ccccc23)c1 (stereo unspecified)
→ /, -7%, -6%, -4%[59 µM], ?, 8%, -15%, 7%[57.1 µM], -15%
> CC(C)(Nc1ccccc1)C(=O)c1ccccc1
→ -2%, -2%, -11%, 13%, 9%, 27%, ?, -3%, -11%
> CCN(CC)S(=O)(=O)c1csc(C(=O)NC2CCCCC2)c1
→ 1%, -4%, -13%, -7%, 6%, 40%, -19%, 8%, -12%
> COc1ccccc1NC(=O)c1ccc(NC(=O)c2ccc(=O)[nH]c2)cc1
→ 3%, /, 12%, ?, 13%, /, /, 0%, -1%
> C=CCNC(=S)NNC(=O)c1ccc(OCC)cc1
→ -2%, 1%, -1%, 11%[59 µM], 1%, 0%, -3%, 3%, -12%
> NC(=O)C1CCN(c2ccnc3cc(Cl)ccc23)CC1
→ -9%, 0%, -14%, -10%, -4%, 78%, -5%, -16%, -7%
> O=C(NCc1ccco1)C1CCN(Cc2ccc(F)cc2)CC1
→ 5%, 0%, -7%, 32µM*, 10%, 0%, -3%, 50µM*, -3%
> CCOC(=O)c1c(NC(=O)CSc2nc3ccc(OC)cc3[nH]2)sc2c1CC(C)(C)NC2(C)C
→ -11%, /, -19%, 50µM*, 16%, /, /, -4%, -8%
> Cc1cc(C)c(NC(=O)C(C)n2nnc3sc(-c4ccccc4)cc3c2=O)c(C)c1 (stereo unspecified)
→ /, 2%, 5%, 10µM*, 23%, 38%, -13%, ?, /
> CC(C)NC(=O)c1ccccc1NC(=O)c1nsc2ccccc12
→ /, -3%, -1%[60.1 µM], -25%[59 µM], -8%, -28%, 3%, 8%, -7%
> CC1(C)C=C2C(=NN(c3ccccc3)C(N)=C2C#N)CO1
→ 5%, 18µM*, -3%, 6.3µM*, 14µM*, -13%, 4%, -38%, 18µM*
> CN(C)c1cccc(C(=O)NC2CCCc3ccccc32)c1 (stereo unspecified)
→ 53%[12.4 µM], -4%, -1%, ?, -23%, -1%, -7%, ?, -14%
> Cc1ccc(C)c(S(=O)(=O)c2nnn3c2nc(Nc2ccc(C)c(C)c2)c2sccc23)c1
→ /, -9%, -1%, -4%[59 µM], 17%, 30%, 9%, -7%, -1%
> Cc1ccnc2c(N3C(=O)C4C5c6ccccc6C(c6ccccc65)C4C3=O)cccc12 (stereo unspecified)
→ -2%, -3%, -2%, /, 1%, ?, ?, -29%, -15%
> CCOC(=O)c1ccc(NC(=O)NC2CCN(CC(=O)NCc3ccc4c(c3)OCO4)CC2)cc1
→ -3%, -6%, -7%, 8%[59 µM], 7%, 29%, -15%, 7%, -8%
> Cc1ccc(NC(=O)CSc2nc3ccccc3n2CC(=O)N(C)C2CCCCC2)cc1C
→ /, -2%, 1%[60.1 µM], 7%[59 µM], -10%, -23%, -7%, ?, -9%
> CCCOc1ccc(C2C(C#N)=C(N)Oc3nc[nH]c(=O)c32)cc1OC (stereo unspecified)
→ 2%, -1%, 1%, 2%, -10%, 1%, -9%, -1%, -7%
> Cc1cc(C)c(S(=O)(=O)NCC2CCC(C(=O)NCCc3ccccc3)CC2)c(C)c1 (stereo unspecified)
→ /, 2%, -14%[60.1 µM], 0%[59 µM], -4%, 8%, -1%, 4%, 9%
> CCOC(=O)c1cccc(S(=O)(=O)N(CCO)Cc2cc3cc(OC)ccc3[nH]c2=O)c1
→ 2%, -3%, 4%, -26%[12.7 µM], 5%[58.9 µM], 1%, 5%, 14%, -2%
> C=CCC1(CC=C)CCCN1C(=O)CC1C(=O)NCCN1Cc1ccc(OC)c(OC)c1 (stereo unspecified)
→ 1%, -2%, 9%, -11%, 17%, 26%, -8%, -3%, 3%

Gathered by group: the entries above with an aryl thioether with sulfur outside any ring
Order of values – APEX1 inh, BLM inh, POLK inh, G9a inh, POLI inh, POLB inh, Anesthetic bind, BAZ2B block, Pol eta inh
> CCOC(=O)c1c(NC(=O)CSc2nc3ccc(OC)cc3[nH]2)sc2c1CC(C)(C)NC2(C)C
→ -11%, /, -19%, 50µM*, 16%, /, /, -4%, -8%
> Cc1ccc(NC(=O)CSc2nc3ccccc3n2CC(=O)N(C)C2CCCCC2)cc1C
→ /, -2%, 1%[60.1 µM], 7%[59 µM], -10%, -23%, -7%, ?, -9%

(continued)
Order of values – APEX1 inh, BLM inh, POLK inh, G9a inh, POLI inh, POLB inh, Anesthetic bind, BAZ2B block, Pol eta inh
> Cc1ccc(C)c(CSc2nnc(C)c(=O)n2N)c1
→ 1%, 0%, 4%, -1%, 45%[activator], -14%, -23%, -11%, -17%
> CCOC(=O)C1=C(N)N(c2ccccc2)C2=C(C(=O)CCC2)C1c1cccnc1 (stereo unspecified)
→ -8%, -13%, -2%, 6%, 4%, 8%, 1%, -11%, -12%
> COC(=O)[C@H](CC(C)C)NC(=O)Cn1cnc2c(OCc3ccccc3)ncnc21
→ 50%[activator], /, -13%, /, -4%, /, /, /, -5%
> COCCNC(=S)Nc1ccc2[nH]c(=O)[nH]c2c1
→ -6%, -7%, -12%, 18µM*, 57%[activator], -22%, 0%, -22%, -16%
> CC(C)(C)c1ccc(SCCc2ccccn2)cc1
→ 3%, -5%, -6%, 306%[activator], 102%[activator], -1%, -17%, 106%[activator], 0%
> Cc1cccc(OCC(=O)Nc2ccc(CN3CCOCC3)cc2)c1C
→ -12%, 1%, -1%, 18%, 11%, 17%, ?, -20%, -6%
> COc1ccc([C@H]2CC(=O)C=C(c3cccc(C(F)(F)F)c3)C2)cc1
→ -11%, /, -11%, 9%[0.501 µM], -8%, /, /, 1%, -20%
> O=[N+]([O-])c1ccc(-c2nc(-c3cccs3)c(-c3cccs3)[nH]2)cc1
→ -1%, -18%, -4%, /, 59%[activator], -17%, ?, -4%, -26%
> Cc1ccc(N2C(=O)CC(NCc3ccc4c(c3)OCO4)C2=O)cc1Cl (stereo unspecified)
→ -3%, 0%, -22%, 40µM*, 1%, 10%, -16%, 3%, -9%
> CC(=O)OCC(NC(=O)C(C)NC(=O)OC(C)(C)C)C1OC(n2cc(F)c(=O)[nH]c2=O)C(OC(C)=O)C1OC(C)=O (stereo unspecified)
→ -3%, 1%, -5%, /, -4%, /, 4%, /, /

Among those listed so far, 3 contain fluorine:
Order of values – APEX1 inh, BLM inh, POLK inh, G9a inh, POLI inh, POLB inh, Anesthetic bind, BAZ2B block, Pol eta inh
> O=C(NCc1ccco1)C1CCN(Cc2ccc(F)cc2)CC1
→ 5%, 0%, -7%, 32µM*, 10%, 0%, -3%, 50µM*, -3%
> COc1ccc([C@H]2CC(=O)C=C(c3cccc(C(F)(F)F)c3)C2)cc1
→ -11%, /, -11%, 9%[0.501 µM], -8%, /, /, 1%, -20%
> CC(=O)OCC(NC(=O)C(C)NC(=O)OC(C)(C)C)C1OC(n2cc(F)c(=O)[nH]c2=O)C(OC(C)=O)C1OC(C)=O (stereo unspecified)
→ -3%, 1%, -5%, /, -4%, /, 4%, /, /

Other structures:
Order of values – APEX1 inh, BLM inh, POLK inh, G9a inh, POLI inh, POLB inh, Anesthetic bind, BAZ2B block, Pol eta inh
> Nn1c(-c2ccccn2)nnc1-c1ccccn1
→ 1%, 3%, -11%, 16%[12.7 µM], -11%, 3%, 0%, 32µM*, 6%
> COc1ccccc1OCCNC(=O)c1cc(=O)[nH]c2ccccc12
→ 16%, -3%, -13%, -5%[59 µM], 23%, 6%, 6%, 5%, -4%
> CCCCSc1nc2c(cc1C#N)CCC2
→ -1%, -8%, 12%, 4µM*, 20%, 0%, -5%, 198%[activator], -20%
> CCOc1ccc(OCC)c(S(=O)(=O)n2cnc(C)c2)c1
→ -1%, -1%, -19%, -4%[0.501 µM], 14%, 37%, -3%, 8%, -6%
> CCC(C)Nc1ccc(NC(C)CC)cc1 (stereo unspecified)
→ 4%&-4%, /, 2.5µM*!, 2%[0.501 µM], 4%&-86%, /, /, 35µM*, -12%
> COc1ccc(N(/N=C2\Sc3ccccc3C2=O)C(C)=O)cc1
→ -4%, ?, -6%, ?, 48%[activator], 1%, -16%, ?, -2%
> O=c1c2ccccc2nc(SCc2nnc(-c3ccccc3)o2)n1-c1ccc(F)cc1F
→ -8%, -8%, -8%, 17%[59 µM], 53%[activator], 8%, -10%, 4%, -16%
> COc1cc(F)ccc1CN1CCC(n2nccc2NC(=O)C2CCOC2)CC1 (stereo unspecified)
→ 21%, -2%, -6%, 16%, 23%, 1%, -3%, 1%, -22%
> CCC(C)NC(=O)c1c(C)oc2nc(C)nc(N3CCOCC3)c12 (stereo unspecified)
→ /, 3%, -9%, -14%[59 µM], 37%[activator], 1%, -5%, 10%[57.1 µM], -23%
> CSc1nc2c(c(=O)[nH]1)C(c1cccc(Cl)c1Cl)CC(=O)N2 (stereo unspecified)
→ 1%, 1%, 2%, 9%, 103%[activator], 4%, -5%, 20%, -15%

Shown in markdown: 2 of the compounds above.
| SMILES | APEX1 inh | BLM inh | POLK inh | G9a inh | POLI inh | POLB inh | Anesthetic bind | BAZ2B block | Pol eta inh |
| --- | --- | --- | --- | --- | --- | --- | --- | --- | --- |
| COc1ccccc1OCCNC(=O)c1cc(=O)[nH]c2ccccc12 | 16% | -3% | -13% | -5%[59 µM] | 23% | 6% | 6% | 5% | -4% |
| CCOC(=O)C1=C(N)N(c2ccccc2)C2=C(C(=O)CCC2)C1c1cccnc1 (stereo unspecified) | -8% | -13% | -2% | 6% | 4% | 8% | 1% | -11% | -12% |

Bioassay records deposited in PubChem BioAssay by National Center for Advancing Translational Sciences (NCATS).
